Screening results (PubChem)
SR-BI HDL uptake – inhibitors of SR-BI mediated HDL lipid uptake, primary screen, ldlA[mSR-BI] cells, fluorescence, single point; Scavenger receptor class B member 1 (Mus musculus), Q61009; hit rate 0.96% among 320,000; AID 488896, 2010; inhibition, % at 12.5 µM; ldlA[mSR-BI] CHO cells, DiI-HDL uptake fluorescence, 3 h;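 active means mean replicate inhibition of at least 70% and a set share of replicates each scoring 70 or more; inconclusive means meets just one of the two criteria; inactive means fails both criteria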;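 further: 0% = median of neutral control wells and 100% = median of positive control wells; values of inactives mirror those of a sister screen read the other way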
Target sequence (Q61009 whole entry, looked up): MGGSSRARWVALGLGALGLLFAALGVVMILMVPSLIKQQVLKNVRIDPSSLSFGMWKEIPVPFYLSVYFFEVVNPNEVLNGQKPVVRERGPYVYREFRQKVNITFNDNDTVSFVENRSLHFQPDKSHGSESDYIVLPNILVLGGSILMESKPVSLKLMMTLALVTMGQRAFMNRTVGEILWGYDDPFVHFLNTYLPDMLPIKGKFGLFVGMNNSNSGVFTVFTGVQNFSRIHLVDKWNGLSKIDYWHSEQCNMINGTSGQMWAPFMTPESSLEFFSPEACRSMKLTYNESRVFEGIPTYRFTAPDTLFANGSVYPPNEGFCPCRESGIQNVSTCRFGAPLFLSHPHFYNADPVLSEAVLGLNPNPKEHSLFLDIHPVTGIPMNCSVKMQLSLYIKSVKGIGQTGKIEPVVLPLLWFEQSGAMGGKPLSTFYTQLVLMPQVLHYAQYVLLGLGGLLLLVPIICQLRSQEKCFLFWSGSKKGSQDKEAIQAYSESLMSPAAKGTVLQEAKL
PKA-R2B act – activators of PKA-R2B holoenzyme, primary screen, biochemical, fluorescence polarization, Cy5-IP20, human. cAMP-dependent protein kinase catalytic subunit beta (Homo sapiens) + cAMP-dependent …. hit rate 0.079% among 340,000. activation, % at 11.4 µM. PKA-R2B holoenzyme dissociation; R2B truncated from residue 108, S112A mutant; 0% DMSO only, 100% 113 µM cGMP;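 active means activation above a cutoff set at the mean over all compounds plus 3 SD, cut at about 18% in these data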;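 further: higher means more holoenzyme dissociation and a rise in polarization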
NSD2 HMT inh – NSD2 histone methyltransferase inhibitors, primary screen, biochemical, AlphaScreen, single concentration, set 2 | Histone-lysine N-methyltransferase NSD2 (Homo sapiens), O96028 | inhibition, % at 12.5 µM | NSD2 peptide methylation, 120 min | hit rate 0.54% among 310,000; in the data active means inhibition above about 50%
Arrestin-AP2 inh – inhibitors of beta-arrestin/AP2 binding, primary screen, biochemical, GPCR trafficking, flow cytometry | beta-arrestin 1 C-terminal peptide binding to AP2 beta2-adaptin appendage (human) | FITC-arrestin peptide / GST-AP2 beads; AP2 beta2 appendage carries R879A mutation | inhibition, % at 10 µM | hit rate 0.31% among 340,000 | AID 504490, 2011;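 active means inhibition above a set limit, near 3 SD of compounds lacking own fluorescence, cut at about 54% in these data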;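 further: plate controls were DMSO wells for no effect and 5 µM unlabelled arrestin peptide for full effect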
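test system = AP2 appendage R879A on GSH beads | buffer or medium = PBS plus Tween 20 (0.05%) and BSA (0.1%) | incubation = 12 min plus 1 h, RT | detection = bead flow cytometry, FITC channel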
SR-BI DiI-HDL act – activators of SR-BI mediated DiI-HDL uptake, primary screen, ldlA[mSR-BI] CHO cells, DiI fluorescence. hit rate 0.096% among 320,000. AID 504775, 2011. 3 h; 100 = double the neutral-control signal. activation, % at 12.5 µM;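 active means mean replicate activation of at least 60% and every replicate at or above 60%; inconclusive means mean or all-replicate condition met, but not both; inactive means mean below 60% and not all replicates reaching 60%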;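 further: 0% = median plate neutral-control signal and 100% = twice that signal; values of inactives mirror those of a sister screen read the other way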
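Assay system: CHO ldlA[mSR-BI] cells, LDL receptor-null, SR-BI overexpressing; medium: Ham's F12 with 0.5% BSA, HEPES 25 mM, pH 7.4; also added: DiI-HDL 10 µg/mL; timing: 3 h uptake period with compound, 37 °C; signal: DiI fluorescence, bottom read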
Cardiac RTF inh – cardiac RTF calcium sensitivity inhibitors, primary screen, biochemical, IANBD-TnC fluorescence, EC70 calcium. Troponin I, cardiac muscle (Homo sapiens) + Troponin T, cardiac muscle (Homo sapiens) + …. inhibition, % at 7.15 µM. hit rate 0.12% among 340,000. AID 493244, 2011. IANBD-labeled cardiac RTF, Ca2+ fluorescence;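 active means inhibition above the mean inhibition of all tested compounds plus 3 SD, cut at about 17% in these data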;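 further: assay run at fixed EC70 calcium of 1.6 mM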
PvdQ inh – P. aeruginosa PvdQ acylase inhibitors, primary screen, biochemical, fluorescence, plate reader and imaging, single point; AID 488965, 2010; purified PvdQ acylase; hit rate 0.063% among 340,000; inhibition, % at 10 µM; PvdQ acylase [Pseudomonas aeruginosa LESB58]; in the data active means inhibition above about 30%, passing the limit was not always enough; inconclusive means no clear call, values can overlap the other calls;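 further: 0% = vehicle neutral wells and 100% = reference inhibitor wells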
DAGLB inhibitor – DAGLB lipase inhibitors, primary screen, biochemical, fluorescence, HTS; Diacylglycerol lipase-beta (Homo sapiens), Q8NCG7; HEK293T DAGLB membrane lysate, EnzChek fluorogenic substrate; inhibition, % at 5.17 µM; hit rate 0.059% among 340,000; in the data active means inhibition above about 34%;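 further: 0% = enzyme with vehicle and 100% = wells lacking enzyme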
Keap1 Nrf2 FP – Keap1-Nrf2 protein-protein interaction inhibitors, primary screen, biochemical, fluorescence polarization, single point | Kelch-like ECH-associated protein 1 (Homo sapiens), Q14145 | Keap1 Kelch-Nrf2 peptide fluorescence polarization, 1536-well | inhibition, % at 9.4 µM | hit rate 0.15% among 340,000; in the data active means inhibition above about 12%; inconclusive means no clear call, values can overlap the other calls; inactive means below about 7.3%;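 further: human Keap1 Kelch domain with fluorescein labeled Nrf2 9mer peptide probe; 0% = neutral control wells and 100% = peptide positive control; higher means more block of Keap1 binding to Nrf2 peptide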
Target sequence (Q14145 whole entry, looked up, the tested form may be a part): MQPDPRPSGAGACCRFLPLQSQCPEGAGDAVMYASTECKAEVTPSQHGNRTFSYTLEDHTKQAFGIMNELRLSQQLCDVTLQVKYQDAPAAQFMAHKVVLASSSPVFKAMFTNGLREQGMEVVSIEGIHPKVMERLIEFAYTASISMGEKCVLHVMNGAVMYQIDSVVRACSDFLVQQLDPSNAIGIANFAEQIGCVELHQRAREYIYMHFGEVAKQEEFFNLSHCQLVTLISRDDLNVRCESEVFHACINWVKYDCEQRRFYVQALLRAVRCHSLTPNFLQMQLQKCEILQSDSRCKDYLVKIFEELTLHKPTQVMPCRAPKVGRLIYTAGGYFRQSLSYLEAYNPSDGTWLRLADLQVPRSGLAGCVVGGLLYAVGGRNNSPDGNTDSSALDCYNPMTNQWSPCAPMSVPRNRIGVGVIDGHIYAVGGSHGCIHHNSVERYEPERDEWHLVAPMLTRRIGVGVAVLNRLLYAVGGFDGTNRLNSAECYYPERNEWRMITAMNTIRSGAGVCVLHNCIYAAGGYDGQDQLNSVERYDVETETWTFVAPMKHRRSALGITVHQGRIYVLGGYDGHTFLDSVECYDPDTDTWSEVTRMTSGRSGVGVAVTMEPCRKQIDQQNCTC
C-LANA FP – inhibitors of KSHV C-LANA binding to DNA, primary screen, biochemical, fluorescence polarization, FAM-LBS DNA, MBP-C-LANA, single point; inhibition, % at 9 µM; hit rate 0.078% among 340,000; AID 504423, 2011;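 active means highest replicate inhibition at or above 60% at 9 µM, even if other replicates fall short; inactive means all replicates below 60% inhibition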;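 further: 0% = neutral control wells and 100% = 4 µM acridine orange control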
Numbers without * were called inactive; u = inconclusive; x = not tested or not shown.

SMILES | SR-BI HDL uptake | PKA-R2B act | NSD2 HMT inh | Arrestin-AP2 inh | SR-BI DiI-HDL act | Cardiac RTF inh | PvdQ inh | DAGLB inhibitor | Keap1 Nrf2 FP | C-LANA FP
Cc1cc(NC(=O)COc2ccccc2C#N)no1 | -16 | -5 | 1 | -6 | 16 | 3 | -10 | -2 | -1 | 1.0
CCCCCn1c(=O)[nH]c2cc(C(=O)NCc3ccccn3)ccc2c1=O | x | -9 | -1 | -6 | x | 0 | -3 | 2 | 3 | 17
O=C(c1ccco1)N1CCN(c2ccc([N+](=O)[O-])c(N3CCOCC3)c2)CC1 | 19 | -1 | -1 | 12 | -19 | -5 | -4 | 2 | -1 | -1.7
Cc1cccc(C(=O)N2CCCC(N3CCN(c4ccccc4)CC3)C2)n1 (centres undefined) | 5 | 1 | 1 | -4 | -5 | -7 | -13 | 4 | -1 | 1.0
CC1=Nc2cc(C(=O)NCc3ccco3)ccc2Sc2ccc(C)cc21 | 2 | 0 | 3 | 1 | -2 | -5 | -11 | -2 | -12 | -1.3
CC(Nc1oc(-c2ccco2)nc1C#N)c1ccccc1 (centres undefined) | 2 | -11 | 2 | 5 | -2 | -2 | -4 | 0 | -2 | -0.9
Cc1ccc2c(c1)N(CC(=O)NCCC1=CCCCC1)C(=O)c1cccnc1O2 | 2 | -7 | x | 36 | -2 | -2 | 0 | -1 | 1 | -1.4
O=c1[nH]ncc(N2CCN(C(c3ccccc3)c3ccccc3)CC2)c1Cl | -13 | -9 | 5 | 3 | 13 | -5 | 3 | 1 | -5 | -0.9
Cc1ccc(S(=O)(=O)N(CCO)c2cc3c(s2)CCCC3)cc1 | -30 | -2 | 5 | -4 | 30 | -5 | -9 | -1 | -3 | -3.7
Cc1nc2ccc(NC(=O)c3ccc(Cl)c([N+](=O)[O-])c3)cc2s1 | -18 | -6 | 0 | -5 | 18 | 1 | -6 | 0 | -1 | -1.5
CC1CCN(c2ccccc2NC(=O)c2ccc(N3CCOCC3)c([N+](=O)[O-])c2)CC1 | 28 | 6 | 21 | 3 | -28 | 1 | -2 | 3 | 2 | -2.5
NC1=NC(=O)S/C1=C\c1ccc(O)cc1 | -10 | 3 | 1 | 7 | 10 | 4 | -3 | 2 | -3 | -0.7
C=CCNC(=O)C(=O)c1c(-c2ccccc2)[nH]c2ccccc12 | 0 | -3 | x | 2 | 0 | -5 | -14 | 0 | -7 | -0.2
O=C(NC(=S)NCc1nc2ccccc2[nH]1)c1ccccc1F | 9 | 2 | -2 | -2 | -9 | -1 | -6 | 0 | 1 | 1.1
Cc1c(C(=O)OCC(=O)Nc2ccccc2OC(F)F)cccc1[N+](=O)[O-] | -3 | -9 | -3 | 7 | 3 | -5 | -8 | -5 | -3 | -1.3
O=C(c1cc(S(=O)(=O)Nc2ccccc2F)c(Cl)cc1Cl)N1CCN(CCO)CC1 | x | 10 | x | 8 | x | -7 | 9 | 1 | -2 | -0.3
Cc1cc(/C=C2/NC(=O)N(Cc3ccccc3F)C2=O)c(C)n1-c1ccccn1 | 35 | 5 | 0 | 88* | -35 | -35 | -12 | 5 | -7 | -0.1
N#Cc1cccc(NC(=O)COC(=O)CCc2nc3ccccc3c(=O)[nH]2)c1 | -7 | -2 | 0 | 7 | 7 | -1 | 4 | 0 | 0 | 1.5
CCOC(=O)C1CCCN(CC(O)COc2cccc(C)c2)C1 (centres undefined) | -19 | -1 | 2 | 7 | 19 | -24 | -5 | 0 | 2 | -0.8
COc1cc(/C=C2\SC(=S)N(Nc3ncc(C(F)(F)F)cc3Cl)C2=O)ccc1O | 5 | -5 | 10 | 4 | -5 | -21 | -6 | 5 | 1 | -4.5
COc1ccc(CC2(CO)CCN(Cc3cccn3-c3ccccn3)CC2)cc1 | x | -3 | x | 11 | x | -12 | -10 | -1 | -6 | -0.1
Cc1cc(NC(=O)COC(=O)c2ccccc2[N+](=O)[O-])no1 | -7 | -5 | -1 | -26 | 7 | -10 | -14 | 2 | 1 | -0.5
CCn1nc(NC(=O)C(C)(C)C)c2cc3cccc(C)c3nc21 | 1 | 9 | -11 | 7 | -1 | 1 | 6 | -11 | -3 | -0.3
CCOC(=O)C1=C(COC(=O)c2ccc(Br)c(S(=O)(=O)N3CCOCC3)c2)NC(=O)NC1C (centres undefined) | 44 | -4 | 0 | 7 | -44 | 0 | 1 | 1 | -3 | 0.0
Cc1ccc(SCc2cn3c(C)cc(C)nc3n2)cc1 | 4 | -3 | -1 | -6 | -4 | -4 | -26 | 0 | -1 | 0.2
Cc1cccc(CSc2nc3ccccc3c(=O)n2C)c1 | 29 | -3 | -2 | -8 | -29 | -3 | -18 | -11 | -3 | 0.2
Cc1cc(C)cc(N2C(=O)CC(Sc3ccccc3C(=O)O)C2=O)c1 (centres undefined) | -21 | 3 | -3 | 11 | 21 | -5 | u | -1 | -10 | 1.1
CC(=O)C1C(c2cccc(Oc3ccccc3)c2)NC(=O)NC1(O)C(F)(F)F (centres undefined) | x | -5 | -1 | 3 | x | -4 | -8 | 0 | -4 | -0.4
CCOc1ccc(CCNc2cc(C)nc3ncnn23)cc1OCC | 0 | 9 | x | 3 | 0 | 0 | -11 | -1 | -12 | 0.5
CN(CC(=O)Nc1cccc2c1CCCC2)S(=O)(=O)c1ccc(Cl)cc1 | 25 | -15 | -3 | 14 | -25 | 3 | 14 | 0 | -2 | 6.2
C/C(=N\N=C(N)N)c1ccc(Cl)c(Cl)c1 | x | -2 | 8 | 13 | x | -11 | -4 | 3 | -2 | -2.3
CCOc1ccc(-n2c(C)nc3cc(C(=O)NCC4CCCO4)ccc32)cc1 (centres undefined) | -2 | 3 | 1 | 2 | 2 | -11 | -15 | 1 | -3 | 1.3
O=C(Cn1nnc2ccccc21)c1ccccc1 | -19 | -12 | 0 | 31 | 19 | -12 | 0 | -1 | 4 | -1.8
CCOC(=O)C(C)Sc1cnccn1 (centres undefined) | -3 | 10 | -1 | 36 | 3 | 1 | 0 | -1 | -1 | -1.6
CCCOC(=O)c1ccc(Nc2nc(C)cc(=O)[nH]2)cc1 | 5 | 3 | 2 | 2 | -5 | 9 | -5 | 2 | -5 | 0.9
O=C(Nc1ccc(Cl)cc1)C1CCN(C(=O)c2ccco2)CC1 | x | -2 | -1 | 22 | x | -9 | -6 | 2 | 2 | -0.2

Grouped by structure: those above with two or more sulfur atoms (2)
SMILES | SR-BI HDL uptake | PKA-R2B act | NSD2 HMT inh | Arrestin-AP2 inh | SR-BI DiI-HDL act | Cardiac RTF inh | PvdQ inh | DAGLB inhibitor | Keap1 Nrf2 FP | C-LANA FP
Cc1ccc(S(=O)(=O)N(CCO)c2cc3c(s2)CCCC3)cc1 | -30 | -2 | 5 | -4 | 30 | -5 | -9 | -1 | -3 | -3.7
COc1cc(/C=C2\SC(=S)N(Nc3ncc(C(F)(F)F)cc3Cl)C2=O)ccc1O | 5 | -5 | 10 | 4 | -5 | -21 | -6 | 5 | 1 | -4.5

Further compounds.
SMILES | SR-BI HDL uptake | PKA-R2B act | NSD2 HMT inh | Arrestin-AP2 inh | SR-BI DiI-HDL act | Cardiac RTF inh | PvdQ inh | DAGLB inhibitor | Keap1 Nrf2 FP | C-LANA FP
Cc1cc(C)c2c(=O)[nH][nH]c2n1 | 41 | 1 | -1 | 8 | -41 | -10 | -7 | -1 | -5 | 3.1
O=C(Nc1sc2c(c1C(=O)NC1CCCCC1)CCC2)c1ccco1 | 75* | -6 | 1 | 0 | -75 | -5 | -9 | -7 | -2 | 0.1
Cc1[nH]c(=O)[nH]c(=O)c1NC(=O)c1cccs1 | -18 | -2 | -2 | 8 | 18 | -1 | -2 | 1 | -1 | 0.3
CCN(CC(=O)Nc1ccc(OC)cc1)C(=O)CN1C(=O)NC(C)(c2ccc3ccccc3c2)C1=O (centres undefined) | 29 | -11 | 0 | 0 | -29 | 1 | 1 | 2 | 1 | -1.3
Cc1ccc(S(=O)(=O)NCCCCCC(=O)N(C)C)cc1 | -12 | -9 | -2 | 2 | 12 | -4 | -11 | -1 | -2 | 0.2
O=C(CCc1ccccc1)NCc1ccc(F)cc1 | -2 | 3 | -10 | 4 | 2 | 0 | -14 | 1 | -6 | -1.7
CC(=O)Nc1ccc(NC(=O)Cn2nc([N+](=O)[O-])c(Br)c2C)cc1 | 55 | -3 | -1 | -26 | -55 | -5 | -14 | -2 | -6 | 2.7
Cc1cccc(C)c1NC(=O)C1CCCN1S(=O)(=O)c1ccccc1 (centres undefined) | x | -3 | 0 | -11 | x | 8 | -15 | -1 | -1 | 0.2
COc1ccc([N+](=O)[O-])cc1NC(=S)NC(NC(=O)Cc1ccc(OC)c(OC)c1)C(Cl)(Cl)Cl (centres undefined) | 62 | 7 | 3 | 1 | -62 | 1 | -14 | 3 | 0 | 0.3
COc1ccc(CCN2CC(C(=O)OC(C)C(=O)Nc3ccc(NC(C)=O)cc3)CC2=O)cc1OC (centres undefined) | -21 | 5 | -1 | -15 | 21 | -3 | -3 | -3 | 5 | -0.1
Cc1cccc(NC(=O)CSc2nnc(C3CC3)n2CC2CCCO2)c1 (centres undefined) | 4 | 0 | -2 | 31 | -4 | -9 | -7 | 1 | -2 | -5.4
O=C(CCl)Nc1sccc1C(=O)c1ccccc1 | 9 | -6 | 3 | 40 | -9 | -2 | 19 | -5 | -4 | 1.0
CC(C)N(CCNC(=O)c1ccc(CS(=O)(=O)c2c(Cl)cccc2Cl)o1)Cc1ccccc1 | 1 | -2 | -2 | -10 | -1 | -3 | -5 | -1 | -1 | 0.9
CN1CCN(c2nc3c(c(=O)[nH]c(=O)n3C)n2Cc2ccc(Cl)cc2)CC1 | -15 | 5 | 3 | 4 | 15 | -3 | 8 | -1 | -4 | 1.3
O=S(=O)(Nc1cccc(-c2ccc3nncn3n2)c1)c1cc(F)ccc1F | -14 | -6 | -1 | -9 | 14 | 2 | -14 | 4 | -4 | -0.6
O=C(c1ccc(Cl)cc1)C1CCN(CC(=O)N2CCCCC2)CC1 | x | 7 | 3 | 32 | x | -1 | 5 | -1 | 1 | -1.6
